# S100A4 inh HTS: inhibitors of human S100A4 binding to myosin IIA peptide. P26447. S100A4/TAMRA-MyoIIA peptide fluorescence polarization. inhibition, % at 10.7 µM. actives 0.14% (n = 360,000);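 active means mean inhibition of at least 70% across replicates, with every replicate also reaching that level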
# Target sequence (P26447 whole entry, looked up): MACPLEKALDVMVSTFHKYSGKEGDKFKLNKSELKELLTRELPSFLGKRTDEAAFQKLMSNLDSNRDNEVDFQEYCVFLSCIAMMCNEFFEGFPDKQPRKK
#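 Material: human S100A4 monomer with TAMRA-labelled myosin IIA peptide; buffer or medium: HEPES pH 7.2 with CaCl2, KCl, NaCl, DTT, Triton; compound dosing: one concentration per compound; schedule: 5 min incubation before reading; benchmarks: neutral control DMSO, positive control TFP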
# SIRT5 block: inhibitors of human sirtuin-5 desuccinylase; actives 1.1% (n = 330,000); Purified SirT5, succinyl-peptide AMC, trypsin-coupled fluorescence; AID 652115; inhibition, % at 15 µM; in the data active means inhibition above about 15%
# Target sequence (Q9NXA8 whole entry, looked up): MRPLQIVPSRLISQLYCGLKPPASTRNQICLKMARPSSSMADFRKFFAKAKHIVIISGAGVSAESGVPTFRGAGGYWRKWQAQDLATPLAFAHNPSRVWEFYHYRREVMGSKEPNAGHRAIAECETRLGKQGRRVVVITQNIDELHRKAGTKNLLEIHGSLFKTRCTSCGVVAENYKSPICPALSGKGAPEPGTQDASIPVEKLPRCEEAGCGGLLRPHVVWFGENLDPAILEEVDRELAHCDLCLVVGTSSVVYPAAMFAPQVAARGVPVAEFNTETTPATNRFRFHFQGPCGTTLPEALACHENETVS
# C2C12 statin: suppressors of simvastatin-induced myotoxicity in C2C12 myotubes | rescue of ATP level, % at 7.49 µM | actives 0.78% (n = 330,000) | ATP luminescence, 48 h; scaled: DMSO 0, geranylgeraniol control 100;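 active means mean ATP rescue above about 67%, or every replicate alone reaching that limit, limit read from the data, passing the limit was not always enough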;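 further: myotubes were challenged with 10 µM simvastatin during compound exposure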
# E-sel inducer: E-selectin induction on HUVECs. HUVEC E-selectin immunofluorescence imaging; normalized: neutral wells 0, TNF-alpha wells 100. P16581. actives 0.37% (n = 260,000). activation, % at 7.58 µM;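 active means mean E-selectin-positive cell signal at least 10% of the positive control, reached in at least 60% of replicates, without over 20% cell loss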;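 further: in these data hits start at about 27%; measured in HUVEC primary endothelial cells; signal is the percent of cells scored E-selectin positive by PE staining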
#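 Test system: HUVEC | Signal: Immunofluorescence imaging | Read-out: Percent E-selectin-positive cells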
# PglD DTNB: inhibitors of Campylobacter jejuni PglD acetyltransferase; actives 0.098% (n = 360,000); AID 602405; purified PglD enzyme, DTNB colorimetric CoA detection; inhibition, % at 12.5 µM; in the data active means inhibition above about 16%, passing the limit was not always enough; further: strong numbers were not always called active
# DENV2 CPE rescue: DENV2-induced cell death inhibition | DENV2-infected cells, cytopathic effect rescue, plate reader | CPE inhibition, % at 9.99 µM | actives 1.7% (n = 350,000) | AID 651640; in the data active means CPE inhibition above about 20%, passing the limit was not always enough; tested in BHK-21 cells;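 further: 0% = median of neutral control wells and 100% = median of positive control wells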
# ERp5 inh: inhibitors of human ERp5; Q15084; ERp5 insulin aggregation, absorbance 650 nm, 90 min; inhibition, % at 9.99 µM; AID 651711; actives 0.05% (n = 350,000);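 active means mean replicate inhibition above about 25%, with every replicate also reaching it, limit read from the data, passing the limit was not always enough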
# Target sequence (Q15084 whole entry, looked up): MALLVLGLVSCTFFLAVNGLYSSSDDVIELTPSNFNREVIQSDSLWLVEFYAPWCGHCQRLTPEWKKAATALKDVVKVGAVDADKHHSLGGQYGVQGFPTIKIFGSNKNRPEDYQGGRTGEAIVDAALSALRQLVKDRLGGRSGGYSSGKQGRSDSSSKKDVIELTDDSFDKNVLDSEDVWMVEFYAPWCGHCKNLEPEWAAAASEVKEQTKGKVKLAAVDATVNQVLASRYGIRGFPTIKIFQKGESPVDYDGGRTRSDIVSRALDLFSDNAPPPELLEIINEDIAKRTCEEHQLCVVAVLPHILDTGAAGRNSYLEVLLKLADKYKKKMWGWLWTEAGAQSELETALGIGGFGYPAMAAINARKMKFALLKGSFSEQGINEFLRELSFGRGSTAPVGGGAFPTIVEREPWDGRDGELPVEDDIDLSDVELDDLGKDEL
# * = called active by the depositor; · = no result given; & = joins results of further samples.
# The line under a structure holds: S100A4 inh HTS, SIRT5 block, C2C12 statin, E-sel inducer, PglD DTNB, DENV2 CPE rescue, ERp5 inh
- Cn1c(=O)c2c(nc(CN3CCN(CCO)CC3)n2CCc2ccccc2)n(C)c1=O
  0, 9, 5, -0.1, 1, -8, -11
- Cc1cccnc1NC(=O)c1cccc(S(=O)(=O)NCc2ccccc2)c1
  -3, 0, -1, 0.0, ·, -1, 1
- COc1cccc(S(=O)(=O)N(C)C[C@@H]2Oc3ncc(C#CCC(C)C)cc3C(=O)N([C@H](C)CO)C[C@H]2C)c1
  5, 8, 23, 0.1, -4, -2, 5
- CN(CC(=O)Nc1ccccc1Cl)C(=O)c1ccc(-c2cccc(C(F)(F)F)c2)o1
  -2, -5, -4, 0.0, -3, -7, 1
- CCN1[C@@H]2c3ccc(C4=CCCCC4)c(=O)n3C[C@H]1[C@H](CO)[C@H]2C(=O)NCCOC
  -2, -16, -15, -0.3, -3, 2, -3
- COC(=O)C1OCOC2C(C(=O)OC)OCOC12 (centres undefined)
  6, -5, 2, -0.2, -1, 5, -2
- COc1ccc([C@H]2/C=C\CN(C(=O)C3CCCC3)[C@@H](C)C(=O)N2Cc2ccc(F)cc2)cc1
  -15, -2, -2, 0.1, -2, 1, -1
- CC1(C(=O)NS(=O)(=O)C2CC2)CCCN(C(=O)C2(c3ccc(Cl)cc3)CCCC2)C1 (centres undefined)
  0, 1, 9, -0.1, -5, 4, -3
- Cc1ccc(/C=c2\s/c(=C(/C#N)C(=O)N3CCCC3)n(Cc3ccco3)c2=O)s1
  -3, 5, -4, ·, -1, ·, -8
- O=C1c2ccccc2S(=O)(=O)c2cc(N3CCN(c4ccccn4)CC3)ccc21
  -7, -4, 0, 0.1, -2, 16, 3
- CCOc1ncccc1C(=O)Nc1nc(C(C)(C)C)cs1
  -4, -2, -12, ·, 12, -7, -2
- C[C@@H]1CN([C@H](C)CO)C(=O)c2cccc(NS(=O)(=O)c3ccccc3)c2O[C@@H]1CN(C)C(=O)Nc1cccc2ccccc12
  -20, 3, 8, 0.6, -3, 1, 0
- C[C@@H]1CCCCO[C@@H](CN(C)C(=O)Nc2cccc3ccccc23)[C@@H](C)CN([C@H](C)CO)C(=O)c2cc(NS(=O)(=O)c3cn(C)cn3)ccc2O1
  ·, ·, ·, 0.0, -4, -20, ·
- NC(=O)c1cccc(C(N)=O)n1
  -1, -4, ·, 7.6, -3, ·, 2
- CCc1nc2c(OCc3cccc(Cl)c3)cccn2c1N(C)C(=O)c1ccncc1
  -5, ·, -9, -0.1, -1, 12, 2
- COc1cc(OC)cc(C(=O)Nc2ccc(C(=O)Nc3ccccc3OC)cc2)c1
  -2, 0, -8, -0.1, -1, -5, -2
- CCCc1ccc2oc(C(=O)NCc3nnc(C)o3)c(C)c2c1
  -2, -3, -2, -1.3, 12, 5, 0
- COc1ccc(C(=O)OCC(=O)NCc2ccc3c(c2)OCO3)cc1S(=O)(=O)N1CCOCC1
  1, 4, -1, ·, -4, 9, 0
- C[C@@H]1CN([C@H](C)CO)C(=O)c2cc(NS(=O)(=O)c3ccc(Cl)cc3)ccc2O[C@@H]1CN(C)S(=O)(=O)c1cn(C)cn1
  -23, 4, -15, -7.4, 0, 2, -1
- COCC(=O)N1CC(=O)N2[C@H](C1)[C@H](c1ccc(C#Cc3cccnc3)cc1)[C@@H]2CO
  -2, -5, ·, 0.6, ·, 9, 7
- O=C(CSc1ccccn1)Nc1cccc([N+](=O)[O-])c1
  -18, -2, ·, 1.4, ·, -7, 0
- CC1(C)NC(=O)N(CC(=O)O)C1=O
  ·, ·, -3, 0.9, -1, ·, ·
- CCOc1ccc(N(CC(=O)Nc2ccccc2C(=O)N2CCCC2)S(C)(=O)=O)cc1
  3, -1, 16, ·, 0, -5, -3
- C[C@H](CO)N1C[C@H](C)[C@@H](CN(C)C(=O)Nc2ccc(F)cc2)Oc2c(NC(=O)C3CC3)cccc2C1=O
  6, 0, 19, 1.8, -4, 4, 9
- CCCCC(=O)N1CCCC(C)C1 (centres undefined)
  -3, -2, -11, 0.0, -4, 4, 2
- CC(=O)c1ccc(N(CC(=O)NC2CCCC2)C(=O)CNC(=O)c2ccco2)cc1
  -2, 6, -17, ·, 2, 3, 0
- COc1ccc2oc(=O)cc(CN3CCOCC3)c2c1
  -2, -1, 6, -0.1, 4, 0, 4
- CC1(C)CC(=O)C=C(c2ccc(COC(=O)Cc3ccccc3)cc2)C1=O
  -1, -1, 4, -0.2, -2, -5, -3
- CC(=O)Oc1ccc(C(=O)Nc2cccc(NC(=O)c3ccco3)c2)cc1
  -6, -4, -11, -0.3, 3, -2, 1
- O=C(O)C(Cc1c[nH]c2ccccc12)NS(=O)(=O)c1ccc2ccccc2c1 (centres undefined)
  6, -1, -3, ·, 5, -3, 2
- NC(=O)c1ccccc1N(Cc1ccccc1)S(=O)(=O)c1ccccc1
  -1, -2, ·, -0.8, ·, -3, -71
- C[C@H]1CN([C@@H](C)CO)C(=O)c2cc(Br)cnc2O[C@@H]1CN(C)C(=O)c1ccncc1
  27&-3, 0&-3, 10&-1, -0.1&0.6, -1, 13&-7, 2&-1
- CO[C@H]1CN(C)C(=O)c2ccc(NS(C)(=O)=O)cc2OC[C@@H](C)N(C(=O)C2CCCCC2)C[C@@H]1C
  -6, -1, -4, 2.1, -2, -2, -1
- O=C(Nc1ccc(Br)cc1Br)C1CC(=O)N(Cc2ccccc2)C1 (centres undefined)
  0, -6, ·, ·, 1, 4, -1
- CO[C@@H]1CN(C)C(=O)c2ccc(NS(=O)(=O)c3ccccc3)cc2OC[C@H](C)N(C)C[C@H]1C
  -19, -2, 3, -0.2, 2, 25*, -6
- O=C(COC(=O)c1ccc(Br)cc1)NCC1CCCO1 (centres undefined)
  1, -2, -2, -0.1, -1, -1, -8
- CC(=O)Nc1ccc(S(=O)(=O)NCc2ccc(C(=O)N3CCOCC3)cc2)cc1
  0, -2, 3, ·, -3, -2, -2
- COc1ccccc1C(=O)NCCOc1ccc(C(C)(C)C)cc1
  8, 2, -12, 0.2, 10, -2, 1
- CCCS(=O)(=O)NC(=O)C1(C)CCCN(C(=O)C(C)(C)Oc2ccc(Cl)cc2)C1 (centres undefined)
  -4, 1, 3, 1.2, -5, -6, 7
- Cc1ccc(Nc2nc(NCCO)nc3c2cnn3C)cc1Cl
  -2, -6, -26, ·, 1, -1, -6
- NC(=O)Nn1c(CCC(=O)O)ccc1-c1ccc(Br)cc1
  -2, ·, -9, ·, -3, ·, -2
- COc1ccc(N2Cc3ccccc3/C2=N\C(=O)Nc2ccccc2)cc1
  3, -2, ·, -0.2, ·, -5, 4
- COc1cc(C(=O)CSc2nccn2C)cc(OC)c1OC
  -2, -15, -7, ·, 0, -1, 0
- O=C(CN1CCc2cc3c(cc2C1)OCCCO3)Nc1ccc(S(=O)(=O)N2CCCC2)cc1
  -1, -8, -1, ·, -4, 1, 0
- Cc1ccc(C(C)C)c(OCCSc2nc3ccccc3n2CC(=O)O)c1
  -2, 2, 9, -0.1, -2, 0, 1

# Only ERp5 inh, SIRT5 block and S100A4 inh HTS, for 4 of the compounds above:
compound	ERp5 inh	SIRT5 block	S100A4 inh HTS
O=C(Nc1ccc(Br)cc1Br)C1CC(=O)N(Cc2ccccc2)C1 (centres undefined)	-1	-6	0
CO[C@@H]1CN(C)C(=O)c2ccc(NS(=O)(=O)c3ccccc3)cc2OC[C@H](C)N(C)C[C@H]1C	-6	-2	-19
O=C(COC(=O)c1ccc(Br)cc1)NCC1CCCO1 (centres undefined)	-8	-2	1
CC(=O)Nc1ccc(S(=O)(=O)NCc2ccc(C(=O)N3CCOCC3)cc2)cc1	-2	-2	0

# (list continues)
# The line under a structure holds: S100A4 inh HTS, SIRT5 block, C2C12 statin, E-sel inducer, PglD DTNB, DENV2 CPE rescue, ERp5 inh
- CS(=O)(=O)Nc1ccc2c(c1)[C@H]1C[C@@H](CC(=O)NCc3ccccc3F)O[C@H](CO)[C@H]1O2
  -5, ·, 2, 0.1, 0, 9, -11
- C=CCCC1CN(Cc2ccc(OC)cc2)S(=O)(=O)c2c(F)cccc2O1 (centres undefined)
  -3, -2, ·, ·, ·, -10, 2
- CCN(CC(=O)Nc1ccccc1C(F)(F)F)C(=O)c1ccc(N2CCCC2=O)cc1
  0, -1, -1, -0.5, -2, 1, 4
- CC(=O)Oc1ccc(C(=O)Nc2ccccc2C(=O)N2CCCC2)cc1
  -2, -26, 3, 2.5, -2, 2, -7
- CC(=O)N1CCN(C(=O)CCC(=O)O)CC1
  -8, 0, 1, -0.5, ·, -7, 1
- O=C(COC(=O)c1ncc(Cl)c(Cl)c1Cl)Nc1cccnc1Cl
  -4, -3, 2, 0.6, 1, 3, -3
- Cc1cnc(C(=O)OCC(=O)Nc2ccc(C)c(S(=O)(=O)N3CCCCCC3)c2)cn1
  -8, -1, 1, ·, 3, -2, 13
- O=C(CSc1nc(=O)n2ccccc2n1)Nc1ccc2c(c1)OCCO2
  -1, -1, 5, ·, 4, -3, -2
- CO[C@@H]1CC[C@H]2CCOc3ccc(C#N)cc3C(=O)N(C)C[C@@H](OC)[C@@H](C)C(=O)N(C)C[C@H]1O2
  60, -5, -5, -0.1, 4, -2, -10
- COCCN(C(=O)CNC(=O)c1ccco1)C(C(=O)NC1CCCC1)c1ccccc1F (centres undefined)
  0, 0, 6, ·, 5, 6, 2
- CC(C)C#Cc1ccc2c(c1)O[C@H](CN(C)C)[C@H](C)CN([C@H](C)CO)S2(=O)=O
  ·, ·, -4, -0.3, ·, -3, ·
- O=C(C[C@@H]1CC[C@@H]2[C@H](COC[C@@H](O)CN2Cc2ccccc2F)O1)NC1CCC1
  16, -9, -12, -0.1, -2, -9, 0
- O=C1c2cccc3cc([N+](=O)[O-])cc(c23)C(=O)N1CCN1CCCC1
  -3, 1, -233, 0.3, 4, -4, 7
- Cc1cc(C)c2c(N)c(C(=O)Nc3c(C)n(C)n(-c4ccccc4)c3=O)sc2n1
  -5, -4, ·, -0.4, -3, 12, -18
- COc1cccc(N2CCN(S(=O)(=O)c3cccc4nsnc34)CC2)c1
  0, -1, ·, ·, ·, ·, 3
- COc1ccc(Cl)cc1NC(=O)CN(C)C(=O)c1cccc(-n2cnnn2)c1
  -2, -3, 12, -0.1, -7, 1, 4
- COc1cccc(/C=N/NC(=O)CCC(=O)Nc2ccc(Br)cc2)c1
  -1, -3, 3, 0.3, -2, 5, 1
- CC(NC(=O)c1cc(S(=O)(=O)N2CCOCC2)ccc1N1CCCC1)c1ccc(Cl)c(Cl)c1 (centres undefined)
  2, -4, ·, 0.4, ·, -10, 2
- COc1ccc(OC)c(S(=O)(=O)NNC(=S)Nc2ccc3c(c2)OCO3)c1
  -3, -1, 11, 0.1, -2, 2, 5
- O=c1nc(N2CCOCC2)nc(N/N=C/c2ccc3c(c2)OCO3)[nH]1
  -5, 7, ·, ·, ·, 3, -1
- CC(C)Oc1ccc(CCc2nnc(SCC(=O)O)n2-c2ccccc2)cc1
  2, ·, ·, ·, ·, 0, -4
- CCOC(=O)c1sc2nc(C)nc(N3CCN(S(=O)(=O)c4ccccc4)CC3)c2c1C
  -6, -1, 6, -0.3, 1, 9, 3
- O=C(Nc1ccc2c(c1)C(=O)NC2=O)c1ccc(Cl)s1
  -2, ·, 5, -0.4, -1, 0, 5
- O=C(COC(=O)CCCSc1nc2ccccc2[nH]1)Nc1cccc(F)c1
  2, 6, -1, ·, -1, 13, 3
- O=C(NCc1ccc(F)cc1)C1CCCN1C(=O)Nc1ccc(Cl)cc1 (centres undefined)
  -4, -2, ·, -0.2, ·, -5, 1
- CCn1cc(CN2CCC(C(=O)Nc3cccc(-c4cccc(OC)c4)c3)CC2)cn1
  3, -2, -1, -0.4, 4, -3, -6
- CN(C)CC1CCCCC1OC(=O)c1ccc(Cl)cc1 (centres undefined)
  -2, ·, ·, -0.1, ·, 1, -4
- O=C(NC1Cc2ccccc2C1)[C@@H]1[C@@H](CO)[C@@H]2Cn3c(ccc(-c4ccccc4F)c3=O)[C@H]1N2
  -1, 5, 0, 0.3, 2, 0, -2
- COc1ccc(CCNC(=O)[C@@H](NC(=O)c2ccccc2F)C(C)C)cc1OC
  4, -1, -1, -0.3, 1, 1, -1
- O=C(Nc1ccc2c(c1)OCO2)N[C@@H]1CC[C@H](CCNC(=O)C2CCCC2)O[C@H]1CO
  2, 1, 1, -0.1, 12, 4, -1

# Screening data from PubChem.

# The list is partial, so the mix of outcomes need not match the whole.
